# PI5P4Ka inh: blocks human PI5P4K alpha kinase activity; AID 652105; max response, %; P48426; PI5P4Kalpha enzyme, ADP-Glo luminescence, 60 min; hits give low values; 330,000 tested, 1.2% active; active = max response of -50% or lower; inconclusive = between -30% and -50%; inactive = -30% or higher; also: value at the top dose of about 77 µM; % is scaled to controls: 0 for no effect and ±100 for the full control effect
# Target sequence (P48426 whole entry, looked up): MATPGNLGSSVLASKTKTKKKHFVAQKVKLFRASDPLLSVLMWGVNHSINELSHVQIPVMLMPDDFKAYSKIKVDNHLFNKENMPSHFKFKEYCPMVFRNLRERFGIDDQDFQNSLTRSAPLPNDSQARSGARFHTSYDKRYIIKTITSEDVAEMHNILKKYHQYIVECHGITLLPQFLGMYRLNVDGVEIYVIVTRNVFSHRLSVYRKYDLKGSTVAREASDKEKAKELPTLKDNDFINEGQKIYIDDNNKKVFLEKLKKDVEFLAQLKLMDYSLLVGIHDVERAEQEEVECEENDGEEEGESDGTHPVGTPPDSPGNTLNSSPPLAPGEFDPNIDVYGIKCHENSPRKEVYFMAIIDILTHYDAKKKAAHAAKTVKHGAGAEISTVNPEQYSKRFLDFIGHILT
#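 Single end-point luminescence (ADP-Glo) quantified ADP from PI5P4Kalpha turnover; ATP 5 microM final, 1 h at RT, 0.1% CHAPS and 0.28 mM EGTA in HEPES pH 7.4.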
# FUS yeast rescue: rescues growth of FUS-expressing yeast. S. cerevisiae FUS-expressing, growth rescue, OD600, 24 h. Potency, µM (series often up to 76.6 µM), without a hit: top-dose growth rescue (activation), usual class: activators. 390,000 tested, 0.24% active. AID 1347120;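 also: potency is read from the fitted curve at half-maximal effect; plate controls were DMSO vehicle for no effect and reference control for full effect; nearly all actives have a fitted effect of over 55% in size; some results filed as inactive show a strong effect at the top dose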
#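 Steps: raffinose overnight preculture; dilution to OD 0.005 in 2% galactose minimal medium; compound addition (concentration series); 24hr at 30C, 99% humidity; absorbance read at 600 nm.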
# WRN helicase inh: WRN helicase (human) inhibition; Potency, µM (titrated, usually from 114 µM), inactives show top-dose activity change, negative = inhibition, actives largely listed as inhibitors; Q14191; 360,000 tested, 0.46% active; WRN helicase unwinding, fluorescent forked duplex, kinetic; AID 651768; also: potency is read from the fitted curve at half-maximal effect; % is scaled to controls: 0 for no effect and ±100 for the full control effect; nearly all actives have a fitted effect of over 55% in size
#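 Screening of the MLSMR collection measured strand separation of a quenched forked DNA duplex (100 nM) by 20 nM WRN with 2 mM ATP, all final. Compounds were preincubated with enzyme 15 min at room temperature.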
# IL-2 act: activates IL-2 in a cell-based reporter assay | IL-2 activation reporter assay, cell-based qHTS; stimulated with anti-CD3/CD4/CD28 beads; in transgenic mouse T cells | activation, % (series mostly up to about 46 µM) | 360,000 tested, 0.065% active | AID 652025; in the data active = activation above about 50%; inconclusive = mostly about 30% to 49%; also: 0% is about no effect
#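 Quantitative HTS in unstimulated transgenic mouse T cells, with memory T cells as non-tolerant control and PMA/ionomycin as tolerance-bypass control. Compound pretreatment lasted 60 minutes before 18 h bead stimulation; EGFP/DsRed fluorescence read.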
# EPAC1 agonist: agonists of human EPAC1; EPAC1 agonist qHTS, biochemical assay; response scale: 100% = response to 6.5 mM cAMP; Potency, µM (series often up to 154 µM), inactives show at the top dose activation, usual class: activators; 360,000 tested, 0.073% active; AID 720707; also: potency is read from the fitted curve at half-maximal effect; nearly all actives have a fitted effect of over 60% in size
#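 Nucleotide exchange assay: 100 nM EPAC1 with 250 nM Rap1B loaded with BODIPY-GDP and 50 uM GDP, room temperature. Fluorescence (480/540 nm) read every 5 min for 30 min; signal change normalized to 6.5 mM cAMP as full agonist.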
# PLK1 PBD inh: PLK1 (human) polo-box domain binding inhibition; 360,000 tested, 2.8% active; AID 720504; Potency, µM, for inactives: max response, negative = inhibition, actives largely listed as inhibitors; Plk1 PBD binding of FITC phosphopeptide, fluorescence polarization; P53350; also: potency is read from the fitted curve at half-maximal effect; series mostly up to about 57 µM; % is scaled to controls: 0 for no effect and ±100 for the full control effect; nearly all actives have a fitted effect of over 65% in size
# Target sequence (P53350 whole entry, looked up, the tested form may be a part): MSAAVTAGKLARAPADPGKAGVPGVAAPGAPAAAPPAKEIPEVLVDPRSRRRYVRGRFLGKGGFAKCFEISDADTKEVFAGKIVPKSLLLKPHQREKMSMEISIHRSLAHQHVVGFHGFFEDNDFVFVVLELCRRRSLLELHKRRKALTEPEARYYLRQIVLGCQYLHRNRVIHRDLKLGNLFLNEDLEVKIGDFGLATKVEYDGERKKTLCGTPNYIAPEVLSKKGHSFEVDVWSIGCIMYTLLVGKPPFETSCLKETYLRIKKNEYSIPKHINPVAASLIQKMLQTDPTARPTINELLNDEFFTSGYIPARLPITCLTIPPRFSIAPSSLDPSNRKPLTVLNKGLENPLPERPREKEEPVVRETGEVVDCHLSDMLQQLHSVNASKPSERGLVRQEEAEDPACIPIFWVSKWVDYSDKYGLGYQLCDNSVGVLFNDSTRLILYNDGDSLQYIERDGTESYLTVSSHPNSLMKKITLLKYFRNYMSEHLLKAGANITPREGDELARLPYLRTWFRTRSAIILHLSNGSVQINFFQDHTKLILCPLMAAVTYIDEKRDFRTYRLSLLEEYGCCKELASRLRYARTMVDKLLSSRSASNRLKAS
# Abeta rescue: restores growth of yeast expressing A-beta42 peptide. 410,000 tested, 0.063% active. yeast expressing A-beta42, growth rescue, OD600, 48 h; response scale: 0% DMSO, 100% iron-clioquinol control. Potency, µM (doses to about 46.1 µM), without a hit: at the top dose growth rescue, actives largely listed as activators. AID 1347071; also: potency is read from the fitted curve at half-maximal effect; nearly all actives have a fitted effect of over 55% in size
#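 Yeast A-beta toxicity model in growth medium with pinned compounds, 48 h at 30 C; growth read as absorbance at 600 nm. Normalized to FeCl3/clioquinol equimolar mix (positive) and DMSO (negative).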
# EPAC1 antag: blocks human EPAC1 exchange factor; EPAC1 GEF assay, Rap1b-BODIPY-GDP exchange fluorescence; Potency, µM (doses to about 115 µM), without a hit: at the top dose activity change, negative = inhibition, most hits filed as inhibitors; 360,000 tested, 0.14% active; AID 720709;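 also: potency is read from the fitted curve at half-maximal effect; plate controls were vehicle for no effect and positive control for full effect; nearly all actives have a fitted effect of over 50% in size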
# * marks the source's active call; other numbers are inactive results; u = inconclusive; x = no result given; [ ] = remark or other dose. Unless noted, calls follow the shape of the dose curve; as a rule, active = well fitted curve in the direction sought with a large enough effect; inconclusive = small, poorly fitted or top-dose-only effect, or another doubt; inactive = no such curve, though single readings can be large; an effect the other way counts as inactive or inconclusive.
no.	Molecule	PI5P4Ka inh	FUS yeast rescue	WRN helicase inh	IL-2 act
1	CCN(CC(=O)Nc1ccccc1C(F)(F)F)C(=O)c1ccc2c(c1)NC(=O)C(C)S2 (stereo unspecified)	-4	-15%	1%	-0.7
2	N#C/C(=C\c1ccc[nH]1)C(=O)NC1CC1	x	-9%	-1%	0.8
3	Clc1ccc(-c2nnc(NC3=NCCCCC3)o2)cc1	0	0%	-5%	5.7
4	O=C(NC1CCNCC1)C1CC1	-4	-34%	-2%	-1.0
5	CCOC(=O)c1cc(-c2ccccc2)sc1NC(=O)COC(=O)c1ccc(Cl)c(S(N)(=O)=O)c1	-12	-16%	-3%[57.1 µM]	0.2
6	CC1=C(C(=O)N2CCCCCC2)CC(CC(=O)NC2CCCCC2)C(=O)N1Cc1ccc(F)cc1 (stereo unspecified)	-3	19%	-3%	0.2
7	Cc1ccc(-n2nc(C(=O)N3CCN(C)CC3)c3c4ccccc4n(C)c3c2=O)cc1	-2	-11%	1%	-0.4
8	Cc1nc(CS(=O)(=O)c2ccccc2)cc(N2CCOCC2)n1	-57*	14%	u	-0.2
9	O=C(NCCCNC(=O)c1ccc(Cl)cc1Cl)c1ccccn1	-5	14%	3%	0.0
10	O=C(N/N=C/c1cccs1)c1cccc(NC(=O)c2ccccc2Cl)c1	-6	16%	-16%[57.1 µM]	-1.5
11	CN(Cc1nc(-c2cnccn2)no1)CC1CCN(Cc2ccccc2)CC1	-3	4%	-5%	-0.1
12	COC(=O)CCC(=O)NC(=S)Nc1sc(C)c(C)c1C(N)=O	-8	x	-7%	-0.5
13	Cc1ccc(NC(=O)c2ncn(CCCN3CCN(c4ncccn4)CC3)n2)cc1C	4	-11%	0%	-0.1
14	O=C(CCC(=O)OCC(F)(F)C(F)F)Nc1ccccc1F	-2	-7%	-7%	-0.9
15	CSc1nc(C)cc(OCC(=O)n2nc(C)cc2C)n1	x	25%	1%	-2.6

no.	EPAC1 agonist	PLK1 PBD inh	Abeta rescue	EPAC1 antag
1	11%	-24%	5%	-7%
2	-3%	2%	6%	11%
3	-2%	1%	6%	-1%
4	5%	-5%	-2%	-12%
5	0%	0%	-6%	-13%
6	7%	x	x	13%
7	-1%	-5%	-1%	6%
8	-7%	3µM*	-18%	-2%
9	0%	-14%	3%	-16%
10	2%	2%	-8%	-23%
11	-5%	-12%	3%	-5%
12	2%	-23%	19%	-7%
13	-7%	-11%	7%	-4%
14	6%	0%	-7%	-13%
15	6%	-17%	-4%	-5%

# Later entries.
no.	Molecule	PI5P4Ka inh	FUS yeast rescue	WRN helicase inh	IL-2 act
16	CC(C)CN(C(=O)CN(C)CC(=O)Nc1ccccc1C#N)c1c(N)n(CC(C)C)c(=O)[nH]c1=O	0	-4%	-4%	0.9
17	COc1ccc(CCN(C(=O)c2cccc(F)c2)C2CC(=O)N(c3ccccc3)C2=O)cc1 (stereo unspecified)	12	0%	-4%	1.0
18	C[C@H](CO)N1C[C@H](C)[C@@H](CN(C)C(=O)Nc2ccc(C(F)(F)F)cc2)Oc2c(NC(=O)CCC(F)(F)F)cccc2C1=O	20	40%	-14%	0.7
19	CN(CC(=O)Nc1ccc(F)cc1)CC(=O)N1CCCC1	-5	x	8%	0.0
20	CC(C(=O)NCC1CCCO1)N(C(=O)c1snc(C(N)=O)c1N)c1cccc(F)c1 (stereo unspecified)	x	22%	-2%	-1.3
21	COc1ccc(C2=NN(c3ccccc3)C(c3ccc(OC)c(OC)c3)C2)cc1 (stereo unspecified)	20	42%	-2%	0.4
22	C#CCOc1ccc(/C=C2\SC(=S)N(Cc3cccnc3)C2=O)cc1	-1	x	3%	-0.4
23	COC(=O)c1ccc(OC(=O)C23CCC(C)(C(=O)O2)C3(C)C)cc1 (stereo unspecified)	0	20%	4%	-0.3
24	O=C1CC(NC23CC4CC(CC(C4)C2)C3)C(=O)N1c1ccc2c(c1)OCO2 (stereo unspecified)	x	4%	-2%	-1.8
25	O=C(Nc1cccc(S(=O)(=O)N2CCCC2)c1)C1CCCN1C(=O)c1cccs1 (stereo unspecified)	2	6%	2%	1.0
26	COc1ccccc1CNC(=O)C(c1ccccc1)c1ccccc1	-6	14%	12%	1.0
27	Cc1cc(NC(=O)c2ccc3c(c2)C(=O)N(C)C3=O)no1	-1	13%	10%	-3.3
28	O=C(NC(NC(=S)N1CCOCC1)C(Cl)(Cl)Cl)c1ccc(Cl)cc1 (stereo unspecified)	9	x	1%	-4.6
29	OC[C@@H]1CN(Cc2ccc3c(c2)OCO3)C[C@H](n2cnc3c(N4CCOCC4)ncnc32)O1	6	-10%	-8%	-0.3
30	c1ccc(-c2ccc3nnnn3n2)cc1	0	-3%	-5%	-0.3

no.	EPAC1 agonist	PLK1 PBD inh	Abeta rescue	EPAC1 antag
16	0%	3%	6%	-5%
17	-3%	-9%	u	-14%
18	-19%	-2%	-36%[inhibitor]	-19%
19	13%	-14%	-15%	7%
20	2%	0%	0%	3%
21	20%	-9%	-11%	-14%
22	4%	-5%	2%	-18%
23	0%	0%	-4%	-2%
24	0%	-3%	9%	5%
25	4%	-6%	21%	-6%
26	-9%	5%	8%	10%
27	4%	-6%	1%	6%
28	3%	-10%	4%	0%
29	-8%	2%	-3%	15%
30	11%	-8%	8%	-18%

# (further entries)
no.	Molecule	PI5P4Ka inh	FUS yeast rescue	WRN helicase inh	IL-2 act
31	Cc1cc(NC(=O)Cn2cnc3c(nnn3-c3cccc(F)c3)c2=O)no1	2	29%	4%[57.1 µM]	0.0
32	Cc1ccc(N2CC(C(=O)OCC(=O)C(C)(C)C)CC2=O)cc1 (stereo unspecified)	x	26%	7%	-2.5
33	CCCCOc1ccc(CSCCNC(=S)Nc2ccccc2)cc1	25	x	-15%	-1.4
34	O=c1c2ccccc2nnn1COc1ccc(F)cc1Cl	2	-18%	1%	0.8
35	CNC(=O)c1ccc(CN(C)C(=O)/C=C/c2ccc(S(=O)(=O)N3CCCCCC3)cc2)cc1	-9	21%	11%	-1.1
36	COc1ccc(-c2nn(CCC(=O)O)cc2CCC(=O)O)cc1	27	16%	7%	0.8
37	CC(=O)N(Cc1ccccc1)c1ccccc1C(=O)O	-2	-11%	-2%	0.0
38	Cc1c(C(=O)NCc2ccccn2)sc2nc(-c3ccccc3)cn12	1	-8%	3%	-3.0
39	CCCCN(C(=O)c1ccc(-c2ccc([N+](=O)[O-])cc2)o1)c1c(N)n(CCCC)c(=O)[nH]c1=O	-14	x	5%	0.7
40	CC(=O)Nc1ccc([N+](=O)[O-])c(CS(=O)(=O)c2ccc(C)cc2)c1[N+](=O)[O-]	-4	28%	u	-1.9
41	O=C(NC1CC1)c1sc2cc([N+](=O)[O-])ccc2c1Cl	-3	4%	12%	-0.3
42	CCCN(CCC)CCNC(=S)Nc1ccc2nc3n(c(=O)c2c1)CCCCC3	1	3%	1%	-0.7
43	Nc1ncc(-c2ccccc2)n1CC1CCCO1 (stereo unspecified)	x	16%	-6%	-0.9
44	C[C@@]12CCC3[C@@](CCC4[C@@]3(C)CCC[C@@]4(C)C(=O)N3CCOCC3)(CC1=O)C2 (stereo partly specified)	10	27%	-7%	-2.4
45	O=C1CCC(=O)N1CNc1ccc(Oc2ccccc2)cc1	x	4%	2%	0.3

no.	EPAC1 agonist	PLK1 PBD inh	Abeta rescue	EPAC1 antag
31	1%	6%	7%	-9%
32	11%	-2%	-7%	-8%
33	8%	-2%	-6%	-13%
34	5%	u	0%	3%
35	10%	-16%	-3%	-14%
36	-5%	1%	-3%	7%
37	6%	-9%	13%	-7%
38	7%	-7%	-4%	15%
39	-20%	-9%	-11%	5%
40	2%	-10%	-6%	-29%
41	-6%	1%	-5%	8%
42	-3%	-5%	-26%	0%
43	16%	u	3%	-12%
44	0%	-4%	1%	-2%
45	-3%	-3%	1%	5%

# Five of the entries above in order of the PLK1 PBD inh value, descending.
nr | Compound | PLK1 PBD inh
26 | COc1ccccc1CNC(=O)C(c1ccccc1)c1ccccc1 | 5%
7 | Cc1ccc(-n2nc(C(=O)N3CCN(C)CC3)c3c4ccccc4n(C)c3c2=O)cc1 | -5%
38 | Cc1c(C(=O)NCc2ccccn2)sc2nc(-c3ccccc3)cn12 | -7%
21 | COc1ccc(C2=NN(c3ccccc3)C(c3ccc(OC)c(OC)c3)C2)cc1 (stereo unspecified) | -9%
11 | CN(Cc1nc(-c2cnccn2)no1)CC1CCN(Cc2ccccc2)CC1 | -12%

# Full records from above.
# `Cc1ccc(N2CC(C(=O)OCC(=O)C(C)(C)C)CC2=O)cc1` (stereo unspecified) in the list: PI5P4Ka inh = x; FUS yeast rescue = 26%; WRN helicase inh = 7%; IL-2 act = -2.5; EPAC1 agonist = 11%; PLK1 PBD inh = -2%; Abeta rescue = -7%; EPAC1 antag = -8%
# `CN(CC(=O)Nc1ccc(F)cc1)CC(=O)N1CCCC1` in the list: PI5P4Ka inh = -5; FUS yeast rescue = x; WRN helicase inh = 8%; IL-2 act = 0.0; EPAC1 agonist = 13%; PLK1 PBD inh = -14%; Abeta rescue = -15%; EPAC1 antag = 7%

# Later entries:
no.	Molecule	PI5P4Ka inh	FUS yeast rescue	WRN helicase inh	IL-2 act
46	Cc1ccc(-c2csc(NC(=O)CSc3nc(C)cs3)n2)cc1	3	24%	-10%	-1.5
47	CCOC(=O)c1c(NC(=S)Nc2ccccc2)sc(C)c1C	x	7%	-3%	-0.1
48	CCOC(=O)c1sc(=S)n(C)c1NC(=O)c1ccc(OC)cc1	u	-21%	u	1.4
49	CN1/C(=C\C(=O)c2cccc(S(=O)(=O)N3CCCCC3)c2)C(C)(C)c2ccccc21	4	-14%	-2%	-1.9
50	CSc1cc(C)n(-c2ccc(Cl)cc2)c(=S)c1C(C)=O	-2	x	-18%	-3.5
51	CCc1nnc2c(NCCc3ccccc3)nc3ccccc3n12	-3	-4%	-1%	0.5
52	CCCC[C@@H]1CNC(=O)C(=O)N1CCc1cccc(F)c1	-5	31%	-8%[57.1 µM]	0.5
53	N#CCCN1CCN(C(=S)c2ccc(-c3ccc(Cl)cc3)o2)CC1	-18	20%	-4%	-0.9

no.	EPAC1 agonist	PLK1 PBD inh	Abeta rescue	EPAC1 antag
46	28%	-8%	1%	-1%
47	-3%	27µM*	-4%	-2%
48	8%	3.4µM*	-18%	-6%
49	8%	-4%	4%	-23%
50	-5%	-3%	-9%	1%
51	-9%	-3%	-7%	17%
52	-17%	x	x	u
53	4%	u	-11%	-12%

# Compound activity (PubChem)

# Random draw from the library. About 4.1% of those tested had a hit in this group.
